Rpn11 block: blocks the human proteasome subunit Rpn11; O00487; calls only at 20 µM; AID 588493; human 26S proteasome, Ub4-pepOG fluorescence polarization; 20S core pre-blocked with epoxomicin; actives 0.59% (n = 360,000);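 active means inhibition at 20 µM, scaled to each plate's controls, above about 33%, limit read from the data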
Target sequence (O00487 whole entry, looked up): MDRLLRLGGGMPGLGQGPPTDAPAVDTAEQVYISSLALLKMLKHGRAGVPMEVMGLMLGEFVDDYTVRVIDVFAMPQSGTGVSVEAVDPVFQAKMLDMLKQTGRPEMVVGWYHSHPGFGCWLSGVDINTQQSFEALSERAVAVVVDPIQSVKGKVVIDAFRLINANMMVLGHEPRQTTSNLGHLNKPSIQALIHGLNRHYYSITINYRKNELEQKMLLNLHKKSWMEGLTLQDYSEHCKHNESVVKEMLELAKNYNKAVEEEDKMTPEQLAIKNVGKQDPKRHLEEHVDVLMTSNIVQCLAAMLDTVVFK
SUMO1 PPI mod: SUMO1-SIM interaction modulation. SUMO1 binding to a labelled peptide, TR-FRET, 1 h. inhibition, % at 20 µM. actives 0.33% (n = 360,000); in the data active means inhibition above about 37%
Scp-1 inhibitor: Scp-1 (human) phosphatase inhibition; Q9GZU7; Recombinant Scp1, phosphopeptide, malachite green phosphate absorbance; inhibition, % at 20 µM; actives 0.88% (n = 340,000);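 active means inhibition above about 50% at 20 µM, limit read from the data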;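 further: plate controls were DMSO wells with enzyme for no effect and wells lacking enzyme for full effect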
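Test system – truncated SCP-1 phosphatase (76-261aa) · Reagent – Phosphorylated 17-residue peptide substrate · Incubation – 45 min room-temperature reaction, 5 min colour, 30 min stabiliser · Detection – colorimetric phosphate reagent with accelerator and stabiliser, absorbance at 630 nm · Measure – % inhibition at 20 µM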
NadD inh: NadD (S. aureus) enzyme inhibition; purified NadD enzyme, colorimetric absorbance read-out; inhibition, % at 20 µM; actives 0.78% (n = 360,000); AID 602399; in the data active means inhibition above about 26%; further: some compounds past the cut are filed as inactive
LMPTP inh: LMPTP (human) inhibition; P24666; recombinant LMPTP-A, OMFP fluorogenic substrate, fluorescence intensity; inhibition, % at 20 µM; actives 0.22% (n = 360,000); AID 651560;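 active means compounds that cut the enzyme signal by at least half of the control window in the single-dose screen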;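 further: plate controls were DMSO wells with enzyme plus substrate for no effect and substrate without enzyme for full effect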
Target sequence (P24666 whole entry, looked up): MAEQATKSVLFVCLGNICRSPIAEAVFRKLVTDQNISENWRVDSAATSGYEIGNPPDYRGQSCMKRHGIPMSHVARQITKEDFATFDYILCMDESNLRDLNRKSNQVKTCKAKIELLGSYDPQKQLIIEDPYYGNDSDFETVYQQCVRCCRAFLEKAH
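Test system – LMPTP-A enzyme · Amount – LMPTP-A at 0.625 nM final in the reaction · Buffer or medium – Bis-Tris pH 6.0, DTT, detergent · Reagent – OMFP 400 µM · Doses – single 20 µM dose · Schedule – reaction 50 min, room temperature, dark · Detection – fluorescence intensity of OMFP turnover product · Evaluation – percent inhibition versus substrate-only and uninhibited controls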
NRP1-CendR mod: alters CendR peptide binding to human NRP-1. O14786. FAM-RPARPAR peptide binding to NRP-1, fluorescence polarization. inhibition, % at 25 µM. actives 0.85% (n = 360,000);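 active means inhibition or corrected inhibition above about 18%, plus a signal ratio from 0.5 to 1.5, limit read from the data, passing the limit was not always enough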; further: strong numbers were not always called active
DNMT1 inh: blocks human DNA methyltransferase DNMT1. DNMT1 molecular beacon, Hinp1I cleavage, fluorescence. actives 0.83% (n = 360,000). inhibition (reported as % activation of signal), % at 10 µM; in the data active means inhibition above about 50%
SKN-1 block: inhibitors of C. elegans SKN-1 | C. elegans VP596 Pgst-4::GFP/RFP ratio, acrylamide-induced, 24 h | inhibition, % at 21.8 µM | actives 0.49% (n = 360,000);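 active means interference check ratio from 0.5 to 1.5 plus GFP to RFP signal ratio inhibition reaching or exceeding a fixed threshold, cut at about 30% in these data, passing the limit was not always enough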; further: some compounds called inactive have numbers as strong as hits
MT1-MMP act inh: blocks activation of human MT1-MMP. GFP/RFP ratio change, % at 20 µM. AID 651647. actives 0.061% (n = 360,000). HT1080 RFP-PRO-GFP cells, GFP/RFP ratio fluorescence, overnight; percent of plate control window, DMSO zero;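 active means GFP/RFP ratio change of at least 30% with cell ATP level not reduced by more than half and red fluorescence within 50% of control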; further: strong numbers were not always called active
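Assay system: RFP-PRO-GFP reporter HT1080 cells; read-out basis: GFP/RFP fluorescence ratio; benchmarks: DMSO wells and RFP-L50D-GFP cells; doses: 20 µM single dose, 1% DMSO; schedule: overnight cell settling, then overnight compound exposure, 37 °C, 5% CO2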
STEP inh: blocks human striatal-enriched tyrosine phosphatase; inhibition, % at 20 µM; actives 0.25% (n = 360,000); recombinant STEP, OMFP fluorogenic substrate, fluorescence;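 active means inhibition at 20 µM, scaled per plate between control wells, above about 37%, limit read from the data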;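 further: 0% = DMSO with enzyme and substrate and 100% = substrate only without enzyme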
Target sequence (P54829 whole entry, looked up): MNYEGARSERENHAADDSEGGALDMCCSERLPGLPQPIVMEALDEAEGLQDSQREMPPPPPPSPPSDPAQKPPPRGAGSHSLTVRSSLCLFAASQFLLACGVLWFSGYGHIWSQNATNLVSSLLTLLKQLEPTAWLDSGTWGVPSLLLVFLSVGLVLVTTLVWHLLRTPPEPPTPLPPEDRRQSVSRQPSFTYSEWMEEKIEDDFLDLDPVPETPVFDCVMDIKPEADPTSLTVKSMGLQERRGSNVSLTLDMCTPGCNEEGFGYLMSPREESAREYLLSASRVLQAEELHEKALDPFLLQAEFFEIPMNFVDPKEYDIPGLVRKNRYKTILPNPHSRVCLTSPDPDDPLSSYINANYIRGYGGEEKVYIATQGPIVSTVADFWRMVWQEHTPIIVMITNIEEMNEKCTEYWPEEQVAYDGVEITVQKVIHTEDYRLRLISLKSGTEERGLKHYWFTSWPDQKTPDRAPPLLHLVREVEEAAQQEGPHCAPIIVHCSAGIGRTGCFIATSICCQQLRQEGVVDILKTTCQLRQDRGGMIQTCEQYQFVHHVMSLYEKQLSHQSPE
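Test system: STEP tyrosine phosphatase / Reagent: OMFP at 25 µM / Doses: 20 µM, 1% DMSO / Read-out: percent inhibition scaled to no-enzyme and uninhibited-enzyme controls, plate-pattern corrected / Detection: FITC-channel fluorescence of OMFP product / Medium: Bis-Tris buffer pH 6.0, 2.5 mM DTT, 0.005% Tween 20 / Schedule: 20 min at room temperature, dark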
* marks the source's active call; other numbers are inactive results; i = inactive; x = no result given; + = active, no number.

#1 CN(C)CCCOc1cccc(Cl)c1
#2 c1ccc(CCNc2cc(-c3ccc4ccccc4c3)nc3ccnn23)nc1
#3 COc1cc(C)ccc1OCC(=O)Nc1ccccc1N1CCOCC1
#4 CCOc1ccc(Nc2cc(C)nc3nc(C)nn23)cc1
#5 CN(C)CCN(C(=O)CN1C(=O)c2ccccc2C1=O)c1nc2cc3c(cc2s1)OCO3
#6 COc1ccc(NC(=O)c2sccc2OS(=O)(=O)N(C)C)cc1
#7 O=C(/C=C/c1ccccc1)NCC(=O)N/N=C\c1cccnc1
#8 CC(C)(C)C1CCN2CCC[C@](c3ccccc3)(C1)C2OCCCO (stereo partly drawn)
Screen / compound no.	1	2	3	4	5	6	7	8
Scp-1 inhibitor	-2	x	-4	-4	-7	-4	-3	x
SKN-1 block	0	0	-2	-7	-3	5	2	10
NRP1-CendR mod	-2	-3	2	10	12	10	-3	-8
MT1-MMP act inh	3	1	-3	0	-3	3	6	5
Rpn11 block	i	i	i	i	i	i	i	x
SUMO1 PPI mod	0	-9	6	0	-3	-2	-10	1
LMPTP inh	-2.0	2.1	0.5	-0.4	-1.3	0.2	-0.1	-0.1
NadD inh	-1	-1	-2	-7	-1	-3	-19	6
STEP inh	1	-2	-1	-4	-5	2	1	x
DNMT1 inh	5	-3	1	1	1	2	-1	x

#9 Fc1ccccc1-c1nc2ccccc2[nH]1
#10 COc1ccc(CCNC(=O)C2CCN(S(=O)(=O)c3cc(OC)ccc3OC)CC2)cc1
#11 Cc1cc2nc(-c3cccnc3SCC(=O)NCc3ccco3)[nH]c2cc1C
#12 O=c1oc(-c2cccs2)nc2ccc(Br)cc12
#13 O=C1c2ccccc2NC(c2ccc(-c3ccc(Br)cc3)o2)N1O (stereo not drawn)
#14 COc1ccc(N=C(C)c2sc3ccccc3c2O)cc1
#15 CCS(=O)(=O)N1CCN(C(=O)c2ccccc2)CC1
#16 CCOC(=O)c1ccc(CSc2nnc(C)n2N)o1
Screen / compound no.	9	10	11	12	13	14	15	16
Scp-1 inhibitor	-6	0	-8	-8	-13	-10	-12	0
SKN-1 block	-6	10	17	0	0	-4	-26	-10
NRP1-CendR mod	6	-19	-43	2	-8	-10	-17	14
MT1-MMP act inh	2	4	-8	-5	-2	-24	5	2
Rpn11 block	i	i	i	i	i	i	i	i
SUMO1 PPI mod	4	1	14	-34	-5	-13	0	2
LMPTP inh	3.5	-0.8	4.7	-0.9	0.8	-0.1	-0.9	-0.6
NadD inh	0	-2	5	-1	12	-2	1	-4
STEP inh	-2	0	1	-1	0	-1	-2	-4
DNMT1 inh	4	0	-1	0	7	2	5	0

A different layout for some results above.
#1 CN(C)CCCOc1cccc(Cl)c1
  Scp-1 inhibitor: -2; SKN-1 block: 0; NRP1-CendR mod: -2; MT1-MMP act inh: 3; Rpn11 block: i; SUMO1 PPI mod: 0; LMPTP inh: -2.0; NadD inh: -1; STEP inh: 1; DNMT1 inh: 5

#11 Cc1cc2nc(-c3cccnc3SCC(=O)NCc3ccco3)[nH]c2cc1C
  Scp-1 inhibitor: -8; SKN-1 block: 17; NRP1-CendR mod: -43; MT1-MMP act inh: -8; Rpn11 block: i; SUMO1 PPI mod: 14; LMPTP inh: 4.7; NadD inh: 5; STEP inh: 1; DNMT1 inh: -1

Entries above that have a carbonyl joined to an NH by a bond outside any ring:
#3 COc1cc(C)ccc1OCC(=O)Nc1ccccc1N1CCOCC1
#6 COc1ccc(NC(=O)c2sccc2OS(=O)(=O)N(C)C)cc1
#7 O=C(/C=C/c1ccccc1)NCC(=O)N/N=C\c1cccnc1
#10 COc1ccc(CCNC(=O)C2CCN(S(=O)(=O)c3cc(OC)ccc3OC)CC2)cc1
#11 Cc1cc2nc(-c3cccnc3SCC(=O)NCc3ccco3)[nH]c2cc1C
Screen / compound no.	3	6	7	10	11
Scp-1 inhibitor	-4	-4	-3	0	-8
SKN-1 block	-2	5	2	10	17
NRP1-CendR mod	2	10	-3	-19	-43
MT1-MMP act inh	-3	3	6	4	-8
Rpn11 block	i	i	i	i	i
SUMO1 PPI mod	6	-2	-10	1	14
LMPTP inh	0.5	0.2	-0.1	-0.8	4.7
NadD inh	-2	-3	-19	-2	5
STEP inh	-1	2	1	0	1
DNMT1 inh	1	2	-1	0	-1

Continued:
#17 COc1ccc(-c2cc(=O)c3cc(O)ccc3o2)cc1
#18 Cc1nc2c(cnn2-c2ccccc2Cl)c(=O)n1-c1ccc(C(C)C)cc1
#19 C=CCn1c(C)cc(-c2csc(N)n2)c1C
#20 c1cc2c3c(cccc3c1)C(N1CCCCC1)=N2
#21 Cc1cccc(C(CC(=O)O)n2cccc2)c1 (stereo not drawn)
#22 O=C(Nc1cccc(-c2cnc3ccccc3n2)c1)c1ccccc1
#23 O=c1c2ccccc2ncn1CCOCCOc1cccc(Br)c1
#24 COc1ccc(S(=O)(=O)N(C)CC(=O)Nc2ccccc2C(F)(F)F)cc1Cl
Screen / compound no.	17	18	19	20	21	22	23	24
Scp-1 inhibitor	7	-6	-11	-9	-3	2	-2	-11
SKN-1 block	1	-9	14	15	-9	3	14	4
NRP1-CendR mod	4	0	-16	-3	-14	-18	-9	6
MT1-MMP act inh	1	3	-7	-2	19	7	9	-3
Rpn11 block	i	i	i	i	i	i	i	i
SUMO1 PPI mod	4	2	-1	-12	4	-3	-1	1
LMPTP inh	-0.7	-0.1	10	5.8	0.0	0.3	-0.6	-0.7
NadD inh	-7	-6	15	2	4	-4	-8	-8
STEP inh	-5	4	-1	-1	2	2	0	-3
DNMT1 inh	11	0	-28	-4	4	2	5	0

#25 CCC(=O)Nc1cccc(-c2cnc3ccccc3n2)c1
#26 COC(=O)C1C(=O)C2=C(CC1C)Nc1ccccc1NC2c1ccc(C)s1 (stereo not drawn)
#27 O=C(NCc1ccco1)/C(=C\C=C\c1ccccc1)NC(=O)c1ccccc1Br
#28 COc1cccc(CNC(=O)CN2C(=O)COc3ccc(S(=O)(=O)N4CCCCC4)cc32)c1
#29 Cc1ccc(C)c(SCC(=O)OC/C(O)=C(\C#N)c2nc3ccccc3[nH]2)c1
#30 COc1ccc(C2CC(c3cccc([N+](=O)[O-])c3)=NN2/C(C)=C/C(C)=O)cc1 (stereo not drawn)
#31 O=C1CC(=Nc2ccc([N+](=O)[O-])cc2)NN1c1c(Cl)cc(Cl)cc1Cl
#32 O=C(c1ccccc1[N+](=O)[O-])N1CC2C3C=CC(C3)C2C1 (stereo not drawn)
Screen / compound no.	25	26	27	28	29	30	31	32
Scp-1 inhibitor	-2	-8	-3	8	-4	x	x	-3
SKN-1 block	-15	0	7	-5	-8	12	24	5
NRP1-CendR mod	-1	-2	-5	1	-57	-236	3	2
MT1-MMP act inh	2	-5	1	3	x	-3	2	-1
Rpn11 block	i	i	i	i	i	+	i	i
SUMO1 PPI mod	-17	5	-15	-4	27	-16	-5	-4
LMPTP inh	-1.6	-1.0	-0.9	-0.3	0.5	1.6	4.2	2.5
NadD inh	0	7	-3	-6	28	-1	28	2
STEP inh	-1	-1	-2	-2	0	-1	0	2
DNMT1 inh	-1	1	0	-1	-6	57*	-40	2

#33 O=C(NNC(=O)C12CC3CC(CC(Cl)(C3)C1)C2)c1csc(N2CCOCC2)n1
#34 CC1(C)CC(C)(O)P(=O)(c2ccccc2)O1 (stereo not drawn)
#35 COc1ccc(N2CCN(C(=O)COC(=O)c3c(-c4ccccc4)noc3C)CC2)cc1
#36 CC(C)C[C@H](NC(=O)NC(C)C)C(=O)O
#37 Brc1ccc(-c2noc(CCc3ccccc3)n2)cc1
#38 CC1Cc2ccccc2N1C(=O)c1cnsn1 (stereo not drawn)
#39 Cc1ccc(S(=O)(=O)N2CCC(C(=O)NCCCn3ccnc3)CC2)cc1
#40 Cc1cc([N+](=O)[O-])nn1CCCC(=O)Nc1cc(Oc2ccccc2)cc([N+](=O)[O-])c1
Screen / compound no.	33	34	35	36	37	38	39	40
Scp-1 inhibitor	-2	-4	4	-6	-14	-7	-7	-17
SKN-1 block	-1	-25	1	9	10	1	1	6
NRP1-CendR mod	6	-3	7	0	-1	11	2	3
MT1-MMP act inh	-3	1	2	1	-3	6	-6	-5
Rpn11 block	i	i	i	i	i	i	i	i
SUMO1 PPI mod	-2	0	0	6	-2	19	3	-13
LMPTP inh	0.3	0.2	1.5	-2.2	1.4	-0.1	-1.6	2.9
NadD inh	-1	-2	-1	-5	-2	-6	-1	-6
STEP inh	0	-6	3	-5	1	2	-1	-2
DNMT1 inh	0	1	-4	3	-1	1	0	-11

#41 COc1ccc(OCC2NCCc3cc(OC)c(OC)cc32)cc1 (stereo not drawn)
#42 O=C(C1=NN[C@@H]2C(=O)N(Cc3ccccc3)C(=O)[C@H]12)c1ccc(F)cc1
#43 COc1ccc(C2(O)CCN(Cc3nnnn3Cc3ccc(C)cc3)CC2)cc1
#44 OCCC1CN(Cc2ccc(Oc3ncccn3)cc2)CCN1CCc1ccccc1 (stereo not drawn)
#45 COc1ccc(C(=O)NC(=S)Nc2ccc(Cc3ccncc3)cc2)cc1
#46 O=C1c2nccnc2C(=O)N1Cc1ccccc1
#47 CC(C(=O)N1CCCCC1)N1C(=O)c2ccccc2C1=O (stereo not drawn)
#48 Cc1ccc(OCc2nnc(NC(=O)OCC(C)C)s2)cc1
Screen / compound no.	41	42	43	44	45	46	47	48
Scp-1 inhibitor	-7	-2	4	4	-1	15	-7	-3
SKN-1 block	0	-8	-18	-1	8	2	-18	-2
NRP1-CendR mod	8	1	19	3	-12	7	0	20*
MT1-MMP act inh	-3	0	7	-15	-1	-2	2	7
Rpn11 block	i	i	i	i	i	i	i	i
SUMO1 PPI mod	2	-16	-2	0	0	-8	-5	-4
LMPTP inh	0.1	0.2	0.6	3.3	4.8	-0.2	-2.0	-1.8
NadD inh	4	-2	-4	-1	8	1	-3	-3
STEP inh	1	0	-5	-1	1	-2	-3	-2
DNMT1 inh	0	5	5	-4	-12	1	1	2

Screens: PubChem, Sanford-Burnham Center for Chemical Genomics
